# Assay outcomes deposited in PubChem by several laboratories.
# NR2E3 ag-1: activates human NR2E3 receptor. Q9Y5X4. CHO-S Gal4-NCOR/VP16-NR2E3 two-hybrid, luciferase. inhibition of corepressor binding, % at 3.98 µM. 360,000 compounds, 0.35% hits. AID 602229;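 active = inhibition above the mean of all tested compounds plus 3 SD, cut at about 70% in these data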;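 note: 0% = DMSO with NR2E3 transfected cells and 100% = cells lacking NR2E3 construct; higher means lower luciferase signal from less NR2E3 corepressor binding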
# Target sequence (Q9Y5X4 whole entry, looked up, the tested form may be a part): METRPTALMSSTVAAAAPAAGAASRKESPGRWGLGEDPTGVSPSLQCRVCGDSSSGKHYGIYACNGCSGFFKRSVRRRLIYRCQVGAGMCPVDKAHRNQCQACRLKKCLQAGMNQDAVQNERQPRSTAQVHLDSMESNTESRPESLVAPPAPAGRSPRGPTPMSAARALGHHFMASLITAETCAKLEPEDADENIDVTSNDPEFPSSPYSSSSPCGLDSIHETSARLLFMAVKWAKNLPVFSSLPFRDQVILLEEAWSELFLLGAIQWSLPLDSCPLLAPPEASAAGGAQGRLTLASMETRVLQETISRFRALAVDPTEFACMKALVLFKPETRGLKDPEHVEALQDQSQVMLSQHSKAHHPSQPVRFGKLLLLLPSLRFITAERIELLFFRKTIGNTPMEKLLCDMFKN
# Shn3 inh set2: reduces Shn3 3'UTR luciferase signal in osteoblasts. 360,000 compounds, 0.52% hits. inhibition, % at 12.5 µM. AID 588674. Clone20 osteoblast Shn3 3'UTR firefly luciferase, 24 h;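 active = mean inhibition of at least 75% with every replicate also reaching 75%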;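 note: 0% = median of neutral control wells and 100% = pilot-screen positive control compound; some compounds past the cut are filed as inactive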
# CaV13 ICDI inh: Disruptors of the CACNA1D IQ motif to Ca2+-dependent inactivation inhibitor domain association, primary screening, Förster resonance energy transfer in intact living … | HEK cells, CFP/YFP FRET ICDI-IQ, plate reader, 10 min; percent FRET-ratio fall versus neutral wells | inhibition, % at 12.3 µM | 340,000 compounds, 0.098% hits;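 active = mean replicate inhibition of at least 30% and at least 1% of replicates passing that level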;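 note: 0% = median of the neutral control wells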
# KKLEB tox: counter-screen for CF NF-kB inhibitors: cytotoxicity; KKLEB CF airway cells viability, ATPlite luminescence, overnight; stronger effect = lower value; cells stimulated with P. aeruginosa culture filtrate; activity change (cytotoxicity), % at 5 µM; 360,000 compounds, 0.36% hits;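 active = corrected activity change at or below -50% at 5 µM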
# MITF TRPM1 inh: reduces MITF-dependent TRPM1 promoter luciferase signal | SK-MEL-5 TRPM1 promoter luciferase, 24 h | 330,000 compounds, 0.83% hits | inhibition, % at 12.5 µM;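 active = mean inhibition across replicates of 60% or more, whatever share of single replicates reaches that level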; note: values of inactives mirror those of a sister screen read the other way
# Vif inh: blocks HIV Vif function | inhibition, % at 7.49 µM | HEK293T cells, Vif self-association by quenched fluorescence, imaging, 24 h | AID 602346 | 340,000 compounds, 0.35% hits; in the data active = inhibition above about 50%, passing the limit was not always enough; note: some results filed as inactive read as strong as hits
# PDI turbidity: blocks human protein disulfide isomerase activity | PDI insulin aggregation turbidity, A650, 90 min | 350,000 compounds, 0.052% hits | P07237 | inhibition, % at 10 µM | AID 588391;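 active = mean inhibition across replicates of 30% or more, whatever share of single replicates reach that level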;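 note: absorbance from insulin aggregation driven by PDI reduction with DTT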
# Target sequence (P07237 whole entry, looked up): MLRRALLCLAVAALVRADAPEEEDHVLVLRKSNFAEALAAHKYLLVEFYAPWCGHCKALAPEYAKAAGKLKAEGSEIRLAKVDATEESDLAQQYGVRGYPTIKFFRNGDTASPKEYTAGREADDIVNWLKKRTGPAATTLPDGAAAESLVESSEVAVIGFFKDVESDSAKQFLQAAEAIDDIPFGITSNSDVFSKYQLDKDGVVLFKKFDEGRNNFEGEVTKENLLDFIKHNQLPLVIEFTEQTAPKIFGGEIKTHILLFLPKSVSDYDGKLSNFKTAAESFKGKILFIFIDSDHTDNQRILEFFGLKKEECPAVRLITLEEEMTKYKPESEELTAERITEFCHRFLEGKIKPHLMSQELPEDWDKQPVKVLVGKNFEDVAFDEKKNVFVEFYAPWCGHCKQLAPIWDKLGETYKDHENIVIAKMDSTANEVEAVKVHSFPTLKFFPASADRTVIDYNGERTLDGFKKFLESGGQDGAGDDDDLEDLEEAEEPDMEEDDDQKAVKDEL
# Peg3 promoter: inhibitors of Peg3 promoter | inhibition, % at 20 µM | 360,000 compounds, 1.7% hits | AID 588405 | HeLa PEG-Prom luciferase reporter, luminescence, overnight;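 active = inhibition of at least 50% at 20 µM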
# NR2E3 ag-2: NR2E3 (human) agonism | inhibition of corepressor binding, % at 4.78 µM | 320,000 compounds, 0.12% hits | Q9Y5X4 | GST-NR2E3/biotin-RetCOR TR-FRET, 1536-well | AID 2300;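 active = percent inhibition above the cutoff of mean plus 3 SD of all tested compounds, set per screening campaign, cut at about 20% in these data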;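 note: 0% = DMSO wells and 100% = biotin wells as full block of FRET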
#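 Assay system: NR2E3–RetCOR corepressor complex. Quantity: 1.35 nM GST-NR2E3. Buffer or medium: pH 7.5 Tris-based buffer. Reagent: biotinylated RetCOR corepressor at 7 nM final. Schedule: 5 h at 4 °C. Detection: TR-FRET, emission read at 617 and 671 nm. Replicates: one well per compound, singlicate testing.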
# HIF-2a inh: HIF-2a inhibition | inhibition, % at 18.8 µM | 360,000 compounds, 0.72% hits | 786-0 RCC cells HIF-2a reporter, luciferase luminescence, overnight | AID 624352;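 active = inhibition of the luminescence signal of 40% or more relative to plate controls, in a single-dose primary screen at 18.75 µM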
# CF NFkB inh: inhibitors of cystic fibrosis induced NF-kB | inhibition, % at 5 µM | KKLEB NF-kB-GFP reporter, PAF-induced, GFP fluorescence overnight | 360,000 compounds, 0.86% hits;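 active = at least 50% inhibition at 5 µM, scaled per plate between neutral and stimulator controls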;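 note: PAF is a Pseudomonas aeruginosa culture filtrate used as stimulus; plate controls were PAF-stimulated DMSO wells for no effect and unstimulated DMSO wells for full effect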
# Starred values were filed as active, the others as inactive; . = not tested or not shown.
1	CCC1=Nc2cc(C(=O)NCC3CCCO3)ccc2Sc2ccc(Cl)cc21 (configuration not stated)
2	O=C(Cc1ccc(F)cc1)Nc1cccc(S(=O)(=O)N2CCCC2)c1
3	COc1ccc(C)cc1NC(=S)NNC(=O)c1ccccc1Cl
4	O=c1c2ccccc2ncn1-c1ccccc1F
5	O=C(NCc1ccccc1)c1ccc(S(=O)(=O)N2CCCCCC2)cc1
6	O=C(Nc1cccc(F)c1)c1ccc(-c2cccnc2)c2ccoc12
7	COc1ccc(-c2[nH]n(-c3ccc([N+](=O)[O-])cc3)c(=O)c2C=NCC2CCCO2)cc1 (configuration not stated)
8	Cc1c(Cl)cccc1Nc1nc(N)nc(CN2CCc3ccccc3C2)n1
screen / no.	1	2	3	4	5	6	7	8
NR2E3 ag-1	-7.5	-10.7	13.3	-18.7	3.3	-154.7	3.1	2.2
Shn3 inh set2	13.3	-1.7	-11.3	-5.9	5.7	-17.8	53.2	10.7
CaV13 ICDI inh	1.9	-4.1	-7.7	-3.6	-5.0	.	-2.7	-5.1
KKLEB tox	-14.2	9.4	3.1	9.6	7.4	-19.2	-5.8	-7.1
MITF TRPM1 inh	-0.8	9.3	1.3	11.1	.	.	0.2	6.8
Vif inh	-8.0	-7.9	0.6	17.7	76.7*	-4.0	-8.0	9.5
PDI turbidity	-5.4	-0.2	-0.1	0.1	6.7	-4.1	10.2	10.9
Peg3 promoter	25.9	6.7	-46.2	10.0	17.8	-68.9	-1.4	10.2
NR2E3 ag-2	-1.5	3.8	-1.1	-0.4	.	.	0.3	-2.3
HIF-2a inh	12.6	4.9	-118.7	-4.0	2.0	-28.6	17.1	-22.1
CF NFkB inh	-3.8	-8.5	0.6	7.8	-4.0	-10.1	-8.8	17.5

# Shown as a hit in Vif inh, among the entries above:
no.	Molecule	NR2E3 ag-1	Shn3 inh set2	CaV13 ICDI inh	MITF TRPM1 inh	Vif inh	PDI turbidity	Peg3 promoter	NR2E3 ag-2	HIF-2a inh	CF NFkB inh
5	O=C(NCc1ccccc1)c1ccc(S(=O)(=O)N2CCCCCC2)cc1	3.3	5.7	-5.0	.	76.7*	6.7	17.8	.	2.0	-4.0

# Following part.
9	COc1ccc(-c2nc(CS(=O)(=O)CC(=O)NC3CCCCC3C)c(C)o2)cc1 (configuration not stated)
10	COc1ccc(C(=O)Nc2c(F)c(F)c(F)c(F)c2F)c(OC)c1
11	CC1=NC(=O)C(N=Nc2cccc(O)c2)N1c1ccccc1 (configuration not stated)
12	O=C(Nc1ccccc1)[C@@H]1CC=C[C@@H]2CCN(Cc3ccccc3)C(=O)[C@@H]21
13	CCCCC(CC)C(=O)Nc1cc(C(=O)NCc2ccc(C)cc2)ccc1N1CCC2(CC1)CC(c1cccc(Br)c1)=NO2 (configuration not stated)
14	O=C(CS(=O)(=O)c1c[nH]c2ccccc12)NC1CCCCC1
15	Cc1cccc(NC(=O)CNC(=O)c2ccc(-n3cncn3)c([N+](=O)[O-])c2)c1C
16	Cc1nnc(NC(=O)CSc2cn(CCNC(=O)c3ccccc3)c3ccccc23)s1
screen / no.	9	10	11	12	13	14	15	16
NR2E3 ag-1	-10.8	-33.1	-98.0	-12.5	-36.5	-25.9	-22.4	-15.9
Shn3 inh set2	20.3	-3.5	-2.9	-5.6	38.1	-0.8	2.4	10.3
CaV13 ICDI inh	-6.7	-6.6	-5.2	-8.6	-6.4	-7.7	-7.0	-6.3
KKLEB tox	0.4	8.3	-4.7	2.6	0.8	6.7	0.1	11.5
MITF TRPM1 inh	15.8	-7.9	-23.1	-14.8	10.9	2.2	4.7	.
Vif inh	-0.4	-7.2	-0.1	-3.0	-13.5	-2.6	7.7	-5.9
PDI turbidity	-10.4	10.4	-9.6	-1.2	-7.2	-5.5	-1.1	.
Peg3 promoter	-2.3	-28.2	-258.9	1.5	17.5	-11.5	24.7	-32.1
NR2E3 ag-2	0.8	6.7	-0.7	6.3	1.6	-2.8	-3.1	3.9
HIF-2a inh	4.3	-26.2	-289.2	2.7	6.5	8.3	0.8	-49.1
CF NFkB inh	-17.4	-1.1	-10.5	-26.3	-1.6	5.6	-1.9	-8.0

17	COc1ccc(CNC(=O)/C(C)=C\C(=O)O)cc1
18	CN(C)CCOCCOc1ccc(Cl)c2ccccc12
19	CCc1ccc(N=CC23c4ccccc4C(c4ccccc42)C2C(=O)N(c4ccc(OC)cc4)C(=O)C23)cc1 (configuration not stated)
20	CC(=O)NC1=NN(C(C)=O)C(C)(c2cccs2)S1 (configuration not stated)
21	COc1ccc(N(CC(=O)Nc2cccc(N(C)S(C)(=O)=O)c2)S(=O)(=O)c2ccc(F)cc2)cc1
22	CCCn1nnnc1SCC(=O)NCc1ccc2c(c1)OCO2
23	CCC1c2ccc(C)n2CCN1C(=O)Nc1cc(Cl)ccc1OC (configuration not stated)
24	Cc1nnc(SCC(=O)N(C(C)C)C(C)C)nc1C
screen / no.	17	18	19	20	21	22	23	24
NR2E3 ag-1	-2.4	12.8	0.8	-68.1	-13.1	-4.9	-1.0	-17.4
Shn3 inh set2	13.8	11.2	15.6	22.2	15.2	7.9	5.3	-9.9
CaV13 ICDI inh	-3.8	62.4*	-12.0	.	-4.6	-3.5	.	.
KKLEB tox	3.5	-16.2	-12.6	-6.7	-8.6	2.2	-9.1	-7.6
MITF TRPM1 inh	3.0	-3.9	10.7	17.0	7.3	7.8	-0.8	-6.5
Vif inh	6.2	-1.0	-5.0	-1.3	-0.3	18.2	5.7	7.3
PDI turbidity	1.8	-1.9	-3.1	2.3	-0.2	-4.4	-1.8	3.8
Peg3 promoter	20.6	2.2	35.6	28.5	24.3	6.5	4.4	13.0
NR2E3 ag-2	2.9	5.7	-0.5	-2.8	0.7	0.8	0.1	0.7
HIF-2a inh	10.2	9.8	27.2	17.0	27.4	3.1	-16.2	8.7
CF NFkB inh	4.7	-2.4	23.9	-0.5	-5.0	3.1	7.4	-1.6

# An excerpt from above in order of their number in Peg3 promoter, descending.
cpd	compound	Peg3 promoter
19	CCc1ccc(N=CC23c4ccccc4C(c4ccccc42)C2C(=O)N(c4ccc(OC)cc4)C(=O)C23)cc1 (configuration not stated)	35.6
15	Cc1cccc(NC(=O)CNC(=O)c2ccc(-n3cncn3)c([N+](=O)[O-])c2)c1C	24.7
17	COc1ccc(CNC(=O)/C(C)=C\C(=O)O)cc1	20.6
11	CC1=NC(=O)C(N=Nc2cccc(O)c2)N1c1ccccc1 (configuration not stated)	-258.9

# More records
25	COC(=O)c1ccc(OCC(O)CN2C(=O)c3ccccc3C2=O)cc1 (configuration not stated)
26	Cc1ccccc1CN1CCC(n2nccc2NC(=O)c2cccnc2)CC1
27	CN(C)C(CNC(=O)CCc1c[nH]c2ccccc12)c1ccccc1 (configuration not stated)
28	CCc1cc(C(=O)Nc2cc(S(=O)(=O)N(CC)CC)ccc2N2CCN(C)CC2)sc1C
29	O=C1/C(=C\c2ccccc2)SC(=S)N1CCC(=O)N1CCCCC1CCO (configuration not stated)
30	CCOP(=O)(OCC)c1nc(-c2cccc3ccccc23)oc1N1CCOCC1
31	CC1(Cc2cccc(F)c2)C(=O)Nc2ccc(S(=O)(=O)NC3CCCCC3)cc21 (configuration not stated)
32	Cc1cc(C)c(NC(=O)Cn2nc(-c3ccccc3)nc2-c2ccccc2)c(C)c1
screen / no.	25	26	27	28	29	30	31	32
NR2E3 ag-1	-18.8	8.3	-0.6	-4.5	-14.5	16.4	4.0	-8.8
Shn3 inh set2	3.6	-2.8	10.0	12.4	-74.1	9.3	-3.2	-15.1
CaV13 ICDI inh	-3.7	-4.7	-4.3	-5.9	-2.6	-3.1	-10.4	-1.9
KKLEB tox	3.2	-0.7	2.9	-2.7	14.8	-2.0	-8.2	-1.6
MITF TRPM1 inh	6.4	14.7	1.7	2.1	-11.9	-16.4	.	-5.3
Vif inh	-2.6	0.2	10.4	-2.5	-3.6	.	-5.7	10.0
PDI turbidity	-2.0	5.2	13.3	-1.2	6.3	-2.8	6.6	-2.7
Peg3 promoter	2.6	5.5	-0.4	-4.5	15.5	16.9	33.1	-10.0
NR2E3 ag-2	3.3	2.0	1.4	-2.4	-3.5	-1.8	.	-2.1
HIF-2a inh	11.4	17.0	6.3	2.6	1.6	27.6	20.6	-0.3
CF NFkB inh	4.1	9.1	8.1	-3.1	3.0	-6.3	7.2	0.0

33	COc1ccc(OC)c(S(=O)(=O)Nc2ccccc2C(=O)O)c1
34	O=C(NCc1ccccc1)c1ccc(CS(=O)(=O)Cc2ccccc2F)o1
35	Cc1ccc(N(Cc2ccco2)C(=O)c2ccc(N3CCCCC3)c([N+](=O)[O-])c2)cc1
36	Cc1ccc([C@H]2C(C(=O)O)=CC[C@@H](c3ccc(C)cc3)N2S(=O)(=O)c2ccccc2C)cc1
37	Cc1ccccc1N1CCN(C2CCCN(C(=O)CCC(=O)N(C)C)C2)CC1 (configuration not stated)
38	CCC(=O)Nc1nn(CC(C)C)c2nc3ccc(C)cc3cc12
39	CC(C)(C)C(=O)NC1CCN(S(C)(=O)=O)CC1
40	COC(=O)c1ccc(-n2nnnc2SC)cc1
41	Cc1cc(OCC(=O)N(C)C2CCCCC2)cc(C)c1Cl
42	CNC(=S)NNC(=O)c1cccn(Cc2cccc(C(F)(F)F)c2)c1=O
43	CCN1C(=O)C(=O)N(CC(=O)Nc2ccccc2Oc2ccccc2)C1=O
screen / no.	33	34	35	36	37	38	39	40	41	42	43
NR2E3 ag-1	-4.5	-11.7	-6.9	2.4	3.2	-45.2	0.6	5.4	-56.2	22.7	-7.8
Shn3 inh set2	-20.7	15.7	29.8	-23.6	10.6	4.3	-33.6	14.3	-18.5	18.7	-18.7
CaV13 ICDI inh	-5.6	-6.8	-1.7	-3.8	-1.2	-16.0	-8.2	.	-0.5	-18.9	3.7
KKLEB tox	-4.1	5.9	-2.0	9.0	0.7	-2.3	-3.1	0.5	-4.0	6.9	18.6
MITF TRPM1 inh	-13.0	7.5	-5.8	7.6	3.8	.	-1.2	13.7	-55.1	8.7	8.2
Vif inh	16.7	-1.1	-2.3	-1.5	-5.9	-11.7	.	6.7	6.3	-8.3	-7.6
PDI turbidity	0.2	3.6	7.0	4.5	-7.1	6.6	-2.9	3.1	-7.4	-3.3	-3.8
Peg3 promoter	16.2	0.7	22.8	-2.8	3.4	-3.5	7.6	-3.5	-125.5	-0.9	-5.9
NR2E3 ag-2	1.3	0.4	2.1	.	1.4	-5.6	4.8	4.1	4.2	0.7	0.3
HIF-2a inh	-2.1	1.6	12.1	16.9	11.0	-19.4	-19.7	-0.8	-186.1	3.7	8.5
CF NFkB inh	-2.1	-12.3	4.2	3.3	-6.5	11.6	12.2	-2.9	11.7	2.1	-4.8
